Bioassay records (PubChem)
PPARg SRC2 recr = agonists of PPARg-SRC-2 recruitment, primary screen, biochemical, HTS; Peroxisome proliferator-activated receptor gamma (Homo sapiens), P37231; PPARgamma LBD-SRC-2 recruitment; activation, % at 8 µM; hit rate 0.34% among 200,000; AID 1032, 2008; in the data active = activation above about 22%;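 also: 0% = vehicle and 100% = reference agonist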
STAT1 blocker = STAT1 signaling inhibitors, primary screen, cell-based, HTS, luciferase reporter; hit rate 0.35% among 200,000; NIH 3T3 STAT1-luciferase reporter, IFN-gamma, luminescence; AID 920, 2007; inhibition, % at 5.5 µM;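 active = inhibition above a set limit, the mean inhibition across all tested compounds plus 3 SD, cut at about 34% in these data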;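 also: 0% = IFN-gamma with DMSO and 100% = IFN-gamma with 300 µM nifuroxazide; values of inactives mirror those of a sister screen read the other way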
TNAP act hiacc = TNAP activators at high phosphate acceptor level, primary screen, biochemical, luminescence, uHTS | AID 1136, 2008 | Alkaline phosphatase, tissue-nonspecific isozyme (Homo sapiens), P05186 | activation factor at 20 µM | purified TNAP, CDP-star luminescence, 1 M DEA, 30 min; stronger effect = higher value; 0 = EDTA background, 1 = DMSO-only activity | 200,000 tested, under 10 active;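 active = activation factor at least 2 at 20 µM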
Target sequence (P05186 whole entry, looked up): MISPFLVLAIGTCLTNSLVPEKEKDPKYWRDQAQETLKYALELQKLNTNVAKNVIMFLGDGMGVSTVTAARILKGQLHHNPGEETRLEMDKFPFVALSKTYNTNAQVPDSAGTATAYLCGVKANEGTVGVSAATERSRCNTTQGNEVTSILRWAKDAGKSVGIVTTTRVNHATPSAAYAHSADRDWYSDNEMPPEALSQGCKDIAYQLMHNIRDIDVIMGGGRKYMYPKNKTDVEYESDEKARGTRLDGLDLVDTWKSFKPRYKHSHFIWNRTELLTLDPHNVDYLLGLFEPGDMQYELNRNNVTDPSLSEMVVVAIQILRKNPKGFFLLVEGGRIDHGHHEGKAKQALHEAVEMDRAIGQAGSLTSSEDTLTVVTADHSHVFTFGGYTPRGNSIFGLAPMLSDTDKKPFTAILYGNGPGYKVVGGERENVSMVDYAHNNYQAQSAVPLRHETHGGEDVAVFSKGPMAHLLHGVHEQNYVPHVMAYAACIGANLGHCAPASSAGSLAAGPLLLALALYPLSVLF
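system = human TNAP | amount = enzyme diluted 1/800 final | reagent = 100 µM CDP-star substrate | signal = luminescent substrate turnover signal | dosing = one dose, 20 µM | benchmarks = EDTA negative control, DMSO positive control | measure = activation factor | timing = 30 min reaction, room temperature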
ROMK mod = ROMK potassium channel modulators, primary screen, cell-based, thallium flux, MLSMR library; hit rate 2% among 130,000; ATP-sensitive inward rectifier potassium channel 1 (Homo sapiens), P48048; Tet-inducible ROMK, thallium flux fluorescence; actives lie on both sides; B-score at 10 µM;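 active = signal ratio slope over the read window, or its plate-corrected B-score, at least 3 SD from the plate mean, either direction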;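 also: B-score of the F/F0 ratio slope over 7 to 12 s after thallium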
Target sequence (P48048 whole entry, looked up): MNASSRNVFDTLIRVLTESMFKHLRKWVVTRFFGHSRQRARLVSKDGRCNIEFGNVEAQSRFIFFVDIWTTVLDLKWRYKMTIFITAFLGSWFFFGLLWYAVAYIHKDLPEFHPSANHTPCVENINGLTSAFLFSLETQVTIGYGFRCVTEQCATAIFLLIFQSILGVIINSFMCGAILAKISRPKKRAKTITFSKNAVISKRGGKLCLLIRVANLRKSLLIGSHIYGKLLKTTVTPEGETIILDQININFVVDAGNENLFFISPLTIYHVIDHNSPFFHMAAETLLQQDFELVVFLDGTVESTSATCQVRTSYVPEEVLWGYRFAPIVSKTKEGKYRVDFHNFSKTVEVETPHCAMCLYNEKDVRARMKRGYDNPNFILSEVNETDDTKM
PPARg SRC3 recr = PPARgamma agonists recruiting SRC-3 coactivator, primary screen, biochemical; Peroxisome proliferator-activated receptor gamma (Homo sapiens), P37231; biochemical PPARgamma/SRC-3 coactivator recruitment assay; activation, % at 8 µM; hit rate 0.26% among 200,000; AID 731, 2007; in the data active = activation above about 23%;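 also: 0% = DMSO and 100% = reference agonist; some compounds past the cut are filed as inactive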
TR-FRET SRC-2 ct = TR-FRET signal artefacts, primary screen, artefact control for PPARgamma SRC-2 agonist project, biochemical; TR-FRET artefact counter-screen; stronger effect = higher value; TR-FRET ratio at 8 µM; hit rate 0.4% among 200,000; in the data active = TR-FRET ratio above about 2000; also: inactives centre near 1500
STAT3 activator = IL-6 driven STAT3 reporter potentiators, primary screen, U3A cells, luciferase, luminescence, MLSCN library; IL-6 STAT3-luciferase reporter; 100% = signal with IL-6 EC80 alone; activation (% of control), % at 5.6 µM; hit rate 0.91% among 190,000;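 active = activation above the screen-wide mean of compound activation plus 3 SD, cut at about 130% in these data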;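 also: 0% = background luminescence of wells with medium and substrate only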
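system = STAT3-luciferase reporter U3A cells | reagent = IL-6 stimulus at 33 ng/mL final | timing = 1 h compound pre-exposure, 6 h IL-6 stimulation, 37 °C | measured by = luminescence | evaluation = % activation versus median of IL-6-stimulated wells | control set = IL-6-only wells as 100% reference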
bIAP activator = bovine intestinal alkaline phosphatase activators, primary screen, biochemical, bovine IAP, CDP-star luminescence. purified bovine IAP, 30 min; stronger effect = higher value; fold of DMSO-control signal, blank-subtracted. activation factor at 20 µM. alkaline phosphatase, intestinal [Bos taurus]. hit rate 0.17% among 200,000;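 active = activation factor of 2 or more at 20 µM, a signal rise over negative controls twice the positive control's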
PPARg SRC-1 ag = PPARgamma agonists recruiting SRC-1 coactivator, primary screen, biochemical; Peroxisome proliferator-activated receptor gamma (Homo sapiens), P37231; PPARgamma-SRC-1 coactivator recruitment biochemical assay; activation, % at 8 µM; hit rate 0.41% among 200,000; in the data active = activation above about 19%;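 also: 0% = DMSO and 100% = reference agonist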
bIAP inhibitor = bovine intestinal alkaline phosphatase inhibitors, primary screen, selectivity assay for TNAP inhibitor project, biochemical, bovine IAP, CDP-star luminescence; alkaline phosphatase, intestinal [Bos taurus]; purified bovine IAP, 30 min; inhibition, % at 20 µM; 190,000 tested, under 10 active;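 active = over 50% inhibition of intestinal alkaline phosphatase at 20 µM in the single-dose screen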
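Assay system: bovine IAP enzyme; medium: DEA buffer 100 mM, pH 9.8, with MgCl2 1.0 mM, ZnCl2 0.02 mM; doses: 20 µM single dose; incubation: enzyme reaction for 30 min at room temperature; detection: CDP-star luminescence signal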
STAT3 inh = IL-6 driven STAT3 reporter inhibitors, primary screen, U3A cells, luciferase, luminescence, MLSCN library; IL-6 STAT3-luciferase reporter; host cell line lacks STAT1; inhibition, % at 5.5 µM; hit rate 0.89% among 190,000;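 active = inhibition above the mean inhibition across all screened compounds plus 3 SD, cut at about 44% in these data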;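 also: 0% = DMSO only wells and 100% = 100 µM nifuroxazide control wells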
* = called active by the depositor.

CCOC(=O)c1cnc(-c2ccccc2)nc1-c1ccccc1 was read as PPARg SRC2 recr 7, STAT1 blocker -9, TNAP act hiacc 1, ROMK mod 0.058, PPARg SRC3 recr 1, TR-FRET SRC-2 ct 1551, STAT3 activator 105, bIAP activator 1, PPARg SRC-1 ag 2, bIAP inhibitor -3 and STAT3 inh -4.
For O=C(C1CCC1)N1CCc2cc(S(=O)(=O)N3CCN(c4ccccn4)CC3)ccc21 the results were PPARg SRC2 recr -7, STAT1 blocker -1, TNAP act hiacc 1, PPARg SRC3 recr -7, TR-FRET SRC-2 ct 1542, STAT3 activator 104, bIAP activator 1, PPARg SRC-1 ag -6, bIAP inhibitor -1 and STAT3 inh 2.
Screening Cc1csc2ncc(C(=O)N(Cc3ccccc3)c3ccccn3)c(=O)n12 returned PPARg SRC2 recr -1, STAT1 blocker -9, TNAP act hiacc 1, PPARg SRC3 recr 0, TR-FRET SRC-2 ct 1802, STAT3 activator 144*, bIAP activator 0.9, PPARg SRC-1 ag -1, bIAP inhibitor 9 and STAT3 inh -49.
N#Cc1cc(-c2ccccc2)cnc1Sc1ccc(Cl)cc1 was read as PPARg SRC2 recr 5, STAT1 blocker -3, TNAP act hiacc 1, PPARg SRC3 recr -11, TR-FRET SRC-2 ct 1736, STAT3 activator 111, bIAP activator 0.9, PPARg SRC-1 ag 13, bIAP inhibitor 10 and STAT3 inh -6.
For CCC(=O)Oc1ccc2c(=O)c(-c3ccc4ccccc4n3)c(CC)oc2c1C the results were PPARg SRC2 recr -5, STAT1 blocker 2, TNAP act hiacc 1, PPARg SRC3 recr -5, TR-FRET SRC-2 ct 1686, STAT3 activator 103, bIAP activator 0.9, PPARg SRC-1 ag -3, bIAP inhibitor 14 and STAT3 inh -2.
`O=C(NCCc1ccccc1)c1ccccc1NC(=O)C1CC=CCC1C(=O)O` (stereo unspecified) gave PPARg SRC2 recr -11, STAT1 blocker -60, TNAP act hiacc 1.1, ROMK mod 0.59, PPARg SRC3 recr -5, TR-FRET SRC-2 ct 1435, STAT3 activator 96, bIAP activator 0.9, PPARg SRC-1 ag -5, bIAP inhibitor 15 and STAT3 inh 8.
COc1ccc2[nH]c(=O)c(CN(Cc3ccco3)C(=O)c3ccccc3)cc2c1 was read as PPARg SRC2 recr -1, STAT1 blocker 8, TNAP act hiacc 1, PPARg SRC3 recr 6, TR-FRET SRC-2 ct 1666, STAT3 activator 93, bIAP activator 0.9, PPARg SRC-1 ag 7, bIAP inhibitor 9 and STAT3 inh 11.
`CCC(C)C1C(C#N)=C(N)Oc2n[nH]c(-c3ccccc3)c21` (stereo unspecified) gave PPARg SRC2 recr -3, STAT1 blocker -4, TNAP act hiacc 1, PPARg SRC3 recr -8, TR-FRET SRC-2 ct 1466, STAT3 activator 97, bIAP activator 0.9, PPARg SRC-1 ag 3, bIAP inhibitor 9 and STAT3 inh 12.
For COc1cc(C(=O)NCC(=O)n2nc(C)cc2C)cc(OC)c1OC the results were PPARg SRC2 recr 8, STAT1 blocker -1, TNAP act hiacc 1, ROMK mod 1, PPARg SRC3 recr 2, TR-FRET SRC-2 ct 1537, STAT3 activator 98, bIAP activator 1, PPARg SRC-1 ag -4, bIAP inhibitor -4 and STAT3 inh 6.
Screening CCOc1ccc(N=Cc2c(O)cc(C)oc2=O)cc1 returned PPARg SRC2 recr 2, STAT1 blocker -11, TNAP act hiacc 1.1, PPARg SRC3 recr -1, TR-FRET SRC-2 ct 1432, STAT3 activator 95, bIAP activator 0.9, PPARg SRC-1 ag 2, bIAP inhibitor 12 and STAT3 inh 14.
COC(=O)C1=NN(C(=O)c2ccc(Cl)cc2)C(O)(c2ccccc2)C1 (stereo unspecified) was read as PPARg SRC2 recr -1, STAT1 blocker -1, TNAP act hiacc 0.9, PPARg SRC3 recr -9, TR-FRET SRC-2 ct 1404, STAT3 activator 107, bIAP activator 0.8, PPARg SRC-1 ag -4, bIAP inhibitor 17 and STAT3 inh -3.
For COC(=O)c1ccc(COC(=O)c2ccccc2OC)cc1 the results were PPARg SRC2 recr -6, STAT1 blocker -5, TNAP act hiacc 1, PPARg SRC3 recr -2, TR-FRET SRC-2 ct 1291, STAT3 activator 100, bIAP activator 1, PPARg SRC-1 ag 2, bIAP inhibitor 2 and STAT3 inh 5.
`COc1cccc(C(=O)O/N=C(\N)c2ccncc2)c1` gave PPARg SRC2 recr -7, STAT1 blocker -42, TNAP act hiacc 1, PPARg SRC3 recr -3, TR-FRET SRC-2 ct 1522, STAT3 activator 99, bIAP activator 0.9, PPARg SRC-1 ag 0, bIAP inhibitor 6 and STAT3 inh 5.
For CCCN(Cc1cc2cccc(C)c2[nH]c1=O)C(=O)c1cccc(OC)c1 the results were PPARg SRC2 recr -7, STAT1 blocker 8, PPARg SRC3 recr 11, TR-FRET SRC-2 ct 1480, STAT3 activator 94, PPARg SRC-1 ag 6 and STAT3 inh 9.
For CS(=O)(=O)N1CCN(C(=O)NC23CC4CC(CC(C4)C2)C3)CC1 the results were PPARg SRC2 recr -7, STAT1 blocker 0, TNAP act hiacc 1, ROMK mod 0.42, PPARg SRC3 recr -2, TR-FRET SRC-2 ct 1429, STAT3 activator 104, bIAP activator 0.9, PPARg SRC-1 ag -4, bIAP inhibitor 8 and STAT3 inh -2.
For CCOc1ccc2nc(Cl)c(CN(C(C)=O)C3CCCCC3)cc2c1 the results were PPARg SRC2 recr 0, STAT1 blocker -9, TNAP act hiacc 1, ROMK mod -1.2, PPARg SRC3 recr 1, TR-FRET SRC-2 ct 1572, STAT3 activator 107, bIAP activator 1.3, PPARg SRC-1 ag -4, bIAP inhibitor -27 and STAT3 inh -6.
For COc1cccc(-c2nnc(SCCOc3ccc4c(C)cc(=O)oc4c3)o2)c1 the results were PPARg SRC2 recr -1, STAT1 blocker 5, TNAP act hiacc 1.1, ROMK mod -0.093, PPARg SRC3 recr -2, TR-FRET SRC-2 ct 1628, STAT3 activator 90, bIAP activator 0.9, PPARg SRC-1 ag -4, bIAP inhibitor 12 and STAT3 inh 17.
Cc1cc(C)n2c(SCC(=O)Nc3ccc(Cl)cn3)nnc2n1 was read as PPARg SRC2 recr -1, STAT1 blocker -2, TNAP act hiacc 1, PPARg SRC3 recr 5, TR-FRET SRC-2 ct 1509, STAT3 activator 81, bIAP activator 0.9, PPARg SRC-1 ag 4, bIAP inhibitor 10 and STAT3 inh 24.
`CCn1nc(C)c(Oc2ccccc2O)c1C` gave PPARg SRC2 recr -6, STAT1 blocker -5, TNAP act hiacc 1, ROMK mod -0.84, PPARg SRC3 recr 4, TR-FRET SRC-2 ct 1302, STAT3 activator 101, bIAP activator 0.9, PPARg SRC-1 ag -6, bIAP inhibitor 10 and STAT3 inh 3.
`Nc1nc(SCC(=O)Nc2ccccc2Oc2ccccc2)n[nH]1` gave PPARg SRC2 recr -6, STAT1 blocker 7, TNAP act hiacc 1.1, ROMK mod -0.33, PPARg SRC3 recr -6, TR-FRET SRC-2 ct 1479, STAT3 activator 101, bIAP activator 1, PPARg SRC-1 ag -8, bIAP inhibitor 0 and STAT3 inh -3.
COCCCNC(=O)C1CCCN(S(C)(=O)=O)C1 (stereo unspecified) was read as PPARg SRC2 recr -1, STAT1 blocker -2, TNAP act hiacc 1, ROMK mod 0.64, PPARg SRC3 recr -3, TR-FRET SRC-2 ct 1554, STAT3 activator 99, bIAP activator 0.5, PPARg SRC-1 ag 3, bIAP inhibitor 46 and STAT3 inh 5.
`CCOC(=O)C1(Cc2ccc(OC)cc2)CCN(C(=O)c2csc(C)n2)CC1` gave PPARg SRC2 recr 6, STAT1 blocker -4, TNAP act hiacc 1.1, ROMK mod -0.15, PPARg SRC3 recr 6, TR-FRET SRC-2 ct 1702, STAT3 activator 98, bIAP activator 1.1, PPARg SRC-1 ag 2, bIAP inhibitor -5 and STAT3 inh 7.
`CCOc1ccc(OCC)c(NC(=O)C2CCCN(S(=O)(=O)c3c(C)noc3C)C2)c1` (stereo unspecified) gave PPARg SRC2 recr 1, STAT1 blocker 4, TNAP act hiacc 1, PPARg SRC3 recr -2, TR-FRET SRC-2 ct 1547, STAT3 activator 107, bIAP activator 0.9, PPARg SRC-1 ag 0, bIAP inhibitor 6 and STAT3 inh -5.
For O=C(O)COc1ccccc1/C=C1\SC(=Nc2ccc(F)cc2)N(c2ccc(F)cc2)C1=O the results were PPARg SRC2 recr 8, STAT1 blocker 11, TNAP act hiacc 1, ROMK mod 0.44, PPARg SRC3 recr 4, TR-FRET SRC-2 ct 1684, STAT3 activator 94, bIAP activator 1.1, PPARg SRC-1 ag 14, bIAP inhibitor -12 and STAT3 inh 11.
Screening CCN(CC(=O)Nc1ccc(Cl)c(S(=O)(=O)N(C)C)c1)CC(=O)NC(C)C returned PPARg SRC2 recr 1, STAT1 blocker 3, TNAP act hiacc 1, ROMK mod 0.018, PPARg SRC3 recr -2, TR-FRET SRC-2 ct 1567, STAT3 activator 97, bIAP activator 0.9, PPARg SRC-1 ag 0, bIAP inhibitor 10 and STAT3 inh 11.
Screening COCCNC(=O)CSc1ncnc2sccc12 returned PPARg SRC2 recr -6, STAT1 blocker -2, TNAP act hiacc 1, PPARg SRC3 recr -13, TR-FRET SRC-2 ct 1455, STAT3 activator 108, bIAP activator 1.1, PPARg SRC-1 ag 7, bIAP inhibitor -10 and STAT3 inh -6.

Molecules listed so far containing a cyano group:
N#Cc1cc(-c2ccccc2)cnc1Sc1ccc(Cl)cc1 was read as PPARg SRC2 recr 5, STAT1 blocker -3, TNAP act hiacc 1, PPARg SRC3 recr -11, TR-FRET SRC-2 ct 1736, STAT3 activator 111, bIAP activator 0.9, PPARg SRC-1 ag 13, bIAP inhibitor 10 and STAT3 inh -6.
`CCC(C)C1C(C#N)=C(N)Oc2n[nH]c(-c3ccccc3)c21` (stereo unspecified) gave PPARg SRC2 recr -3, STAT1 blocker -4, TNAP act hiacc 1, PPARg SRC3 recr -8, TR-FRET SRC-2 ct 1466, STAT3 activator 97, bIAP activator 0.9, PPARg SRC-1 ag 3, bIAP inhibitor 9 and STAT3 inh 12.
